# Compound activity as filed in PubChem.
# GPR151 activ: activators of human GPR151, primary screen, cell-based, PathHunter beta-arrestin, luminescence | PathHunter beta-arrestin GPR151 cells | activation, % at 11.2 µM | G-protein coupled receptor 151 (Homo sapiens), Q8TDV0 | hit rate 1% among 650,000; in the data active = activation above about 4.9%;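 note: 0% = median of compound wells and 100% = cells with positive control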
# Target sequence (Q8TDV0 whole entry, looked up): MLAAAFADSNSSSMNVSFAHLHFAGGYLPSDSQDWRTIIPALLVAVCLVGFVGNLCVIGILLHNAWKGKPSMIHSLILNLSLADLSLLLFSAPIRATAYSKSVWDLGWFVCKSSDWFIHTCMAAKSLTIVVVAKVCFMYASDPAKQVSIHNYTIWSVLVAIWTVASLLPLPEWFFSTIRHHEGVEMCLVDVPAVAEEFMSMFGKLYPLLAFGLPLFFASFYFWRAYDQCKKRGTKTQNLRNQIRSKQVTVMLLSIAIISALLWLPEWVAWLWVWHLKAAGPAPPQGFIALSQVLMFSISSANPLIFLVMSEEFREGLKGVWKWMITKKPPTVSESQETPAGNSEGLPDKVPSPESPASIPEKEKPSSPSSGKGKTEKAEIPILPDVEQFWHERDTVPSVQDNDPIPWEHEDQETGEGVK
# MITF inh: MITF inhibitors, primary screen, biochemical, AlphaScreen, human; inhibition, % at 2.6 µM; hit rate 0.91% among 650,000; Microphthalmia-associated transcription factor (Homo sapiens), O75030; AlphaScreen MITF homodimerization, bead proximity signal; in the data active = inhibition above about 50%;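 note: 0% = vehicle wells with protein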
# Target sequence (O75030 whole entry, looked up): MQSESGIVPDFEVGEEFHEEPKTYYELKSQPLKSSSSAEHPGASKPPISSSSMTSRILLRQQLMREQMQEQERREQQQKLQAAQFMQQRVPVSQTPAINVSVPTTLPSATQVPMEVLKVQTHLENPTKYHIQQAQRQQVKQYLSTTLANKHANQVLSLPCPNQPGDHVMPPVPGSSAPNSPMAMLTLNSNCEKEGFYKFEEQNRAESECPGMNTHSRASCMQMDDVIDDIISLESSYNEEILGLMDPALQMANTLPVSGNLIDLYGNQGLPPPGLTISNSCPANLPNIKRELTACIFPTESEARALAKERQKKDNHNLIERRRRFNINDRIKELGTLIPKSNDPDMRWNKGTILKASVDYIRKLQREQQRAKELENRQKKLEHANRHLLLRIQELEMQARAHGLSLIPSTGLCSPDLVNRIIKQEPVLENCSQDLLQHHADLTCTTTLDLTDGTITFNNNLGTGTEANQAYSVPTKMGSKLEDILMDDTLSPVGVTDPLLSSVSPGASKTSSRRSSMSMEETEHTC
# TEAD-YAP block: TEAD-YAP interaction inhibition, primary screen, TEAD-YAP interaction inhibitor project, luminescence, HEK-TIYL cells; hit rate 1.4% among 640,000; inhibition, % at 9.12 µM; TEAD-Gal4/YAP UAS-luciferase luminescence; in the data active = inhibition above about 32%;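 note: 0% = median of test compound wells and 100% = reference inhibitor wells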
# FBW7 act: FBW7 E3 ligase activators, primary screen, biochemical, AlphaScreen, human. F-box/WD repeat-containing protein 7 (Homo sapiens), Q969H0. AlphaScreen FBW7–phospho-cyclin E peptide binding, activator screen. normalized activity (activation), % at 26.1 µM. hit rate 0.13% among 650,000; in the data active = normalized activity above about 1.9%;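 note: purified mutant Fbw7 with reduced substrate affinity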
# * = called active by the depositor.
mol	GPR151 activ	MITF inh	TEAD-YAP block	FBW7 act
COc1ccc(CC(=O)c2ccc(O)c(CN3CCCCC3C)c2O)cc1OC (stereo not given)	0.4	0	-9	-0.1
CC(C)(C)n1ncc2c(=O)n(CC(=O)c3ccc(Cl)cc3)cnc21	1.1	1	-75	-0.2
CC(C)C(=O)NCCc1nnc2n1CCN(C(=O)C#Cc1ccccc1)CC2	1.0	1	8	0.0
COc1ccc(Nc2nc3ccccc3n3nnnc23)cc1Cl	-0.1	3	-5	0.3
CCOC(=O)c1c(NC(=O)CS(=O)(=O)c2ccccc2)sc2c1CCCC2	-0.1	10	11	0.1
CC1CCC(NC(=O)C(=O)Nc2ccc(C#N)cc2)CC1 (stereo not given)	-0.9	21	-14	0.2
O=C(NCc1nc2ccncc2[nH]1)c1c(F)cccc1F	-0.7	-22	-5	0.1
O=C(Cc1ccccc1)NC(CCC(=O)OCc1ccccc1)C(=O)NCc1ccccc1 (stereo not given)	-0.8	9	15	0.1
CCOC(=O)c1cc(NC(=O)Nc2ccc(OC)c(OC)c2)c(C)nc1C	0.5	-1	-11	0.1
OCC1(Cc2ccc(Cl)cc2)CCN(Cc2cccnc2)CC1	-1.1	9	3	0.0
O=C(O)/C(=N\O)c1ccc(CCc2ccccc2)s1	-1.6	-9	-25	-0.1
O=C(CSc1ncc(-c2ccccc2)[nH]1)Nc1cccc(O)c1	-0.4	9	3	-0.3
CC(=O)c1cccc(NC(=O)N(Cc2ccco2)C2CCN(c3nc(C)cc(C)n3)CC2)c1	2.3	5	-5	-0.1
COc1cc(SC)ccc1C(=O)N1CCN(c2ccccc2OC)CC1	-0.5	18	56*	1.4
CCSCCOC(=O)C1=C(C)NC2=C(C(=O)C(C(=O)OC)C(C)C2)C1c1ccc(OC)cc1 (stereo not given)	1.0	-1	2	0.1
O=C(c1ccc(F)cc1)N1CCN(c2ccc(Nc3ccccn3)nn2)CC1	-1.3	-1	10	-0.7
Fc1ccc(-n2ncc3c(SCc4cccnc4)ncnc32)cc1	0.0	-2	-54	-0.1
CCCC(C)C(=O)Nc1ccccc1C (stereo not given)	-0.4	51*	2	0.5
COc1ccc(NC(=S)Nc2cccc(C(C)=O)c2)cc1OC	1.5	3	-2	0.0
Cc1cccc(-c2noc(CNC(=O)c3ccco3)n2)c1	-0.3	12	8	-0.1
COc1ccc(C(=O)Nc2ccc(S(=O)(=O)NC(C)C)cc2)cc1Br	-0.7	-4	-10	0.3
CC1=C(C#N)c2nc(N)c(C#N)c(C)c2C1	0.9	5	-3	-0.2
CCOc1cc(C#N)c(NC(=O)c2ccco2)cc1OCC	-0.2	2	52*	0.1
CC(C)CNC(=S)N1CCC(NC(=O)c2ccco2)CC1	0.2	26	-6	0.1
c1cncc(CN2CCCC2c2nc(-c3ccncc3)n[nH]2)c1 (stereo not given)	0.0	4	14	0.2
CCC(=O)Nc1sc2c(c1C(=O)Nc1ccc(Br)cc1)CCC(C)C2 (stereo not given)	0.8	-2	-4	-0.2
O=C(O)C1CCC(CNc2nc(=S)[nH]c3ccccc23)CC1 (stereo not given)	-0.4	-10	2	-0.1
Cc1ccc(S(=O)(=O)N(C)Cc2cc3ccccc3[nH]c2=O)cc1	3.7	5	5	0.0
COc1ccc(/C=N/N=c2/sc3ccccc3n2C)cc1	-0.6	10	-39	-0.3
OC(CN1CCN(c2ccccc2Cl)CC1)c1ccccc1 (stereo not given)	2.4	-4	6	0.2
O=C(CCC1(Cc2cccs2)CCC(=O)N1)NCCCc1cccnc1 (stereo not given)	-0.3	-8	10	0.1
CCc1csc2ncc(C(=O)NC(Cc3ccccn3)C(F)(F)F)c(=O)n12 (stereo not given)	1.1	-19	4	-0.4
O=C(NNC(=O)c1ccc(=O)[nH]c1)c1ccc(CSc2nc3ccccc3[nH]2)cc1	-0.2	7	-4	0.0
N/C(=N\OC(=O)COc1ccc2ccccc2c1)c1ccc([N+](=O)[O-])cc1	4.1	4	-1	0.1
COc1cccc(C(=O)N(C)CC(OC)OC)c1	0.2	2	2	0.0
CN1CCc2cc(CNC3CCN(c4ccc(C(=O)N5CCOCC5)cc4)CC3)ccc21	-0.4	11	17	-0.3
COc1cccc(NC(=O)c2ccc(-c3cccc(O)c3)nc2N2CCOCC2)c1	-0.2	-1	-9	-0.1
O=C(Nc1c2c(nn1-c1ccc(Cl)cc1)CSC2)c1cc(Cl)ccc1[N+](=O)[O-]	-0.3	-8	5	-0.1
Cc1cc(OC(=O)c2cc3ccccc3o2)cc(C)c1Cl	-0.8	18	-7	1.4
CCOc1ccccc1NC(=O)C(=O)NCc1ccccc1Cl	1.3	-6	-16	0.4
CC(C)(C)CN1CCNC(=O)C1CC(=O)N1CCc2ccccc2C1 (stereo not given)	1.0	2	2	-0.1
O=C(Nc1ccc2[nH]ncc2c1)c1cccnc1OC1CCN(Cc2ccccc2)CC1	0.4	-2	-1	-0.2
CCN(c1ccccc1C(=O)O)S(=O)(=O)c1ccc2[nH]c(=O)[nH]c2c1	0.1	3	3	0.0
CNc1nnc(Sc2nnc(NC)s2)s1	0.0	-4	-5	-0.3
COc1ccc(NC(=O)c2cc3nc(-c4ccc(OC)c(OC)c4)cc(C(F)(F)F)n3n2)cc1OC	0.6	3	-9	0.4
CC(C)CNC(=O)COc1ccc(Br)cc1Cl	-0.8	3	-38	0.1
COc1cc(OC)cc(C(=O)Nc2nc3ccc(Cl)cc3s2)c1	-0.9	15	-9	-0.1
CCCCCCC(=O)NNC(=O)c1c(O)c2ccccc2[nH]c1=O	1.8	2	-6	-0.1

# Just MITF inh, for six of the compounds above:
molecule	MITF inh
CC(C)(C)CN1CCNC(=O)C1CC(=O)N1CCc2ccccc2C1 (stereo not given)	2
O=C(Nc1ccc2[nH]ncc2c1)c1cccnc1OC1CCN(Cc2ccccc2)CC1	-2
CCN(c1ccccc1C(=O)O)S(=O)(=O)c1ccc2[nH]c(=O)[nH]c2c1	3
CNc1nnc(Sc2nnc(NC)s2)s1	-4
COc1ccc(NC(=O)c2cc3nc(-c4ccc(OC)c(OC)c4)cc(C(F)(F)F)n3n2)cc1OC	3
CC(C)CNC(=O)COc1ccc(Br)cc1Cl	3

# Continuation:
mol	GPR151 activ	MITF inh	TEAD-YAP block	FBW7 act
Nc1nn2c([n+]1Nc1ccccc1)N=C(c1ccccc1)C2	-1.0	-1	-13	-0.1
O=C(Oc1cccc(-n2cnnn2)c1)C1CCCCC1	-0.2	11	-10	0.2
CCc1c(C)sc2ncn3c(=O)n(CC(=O)N(CC)CC)nc3c12	0.5	-3	-1	-0.1
Cc1ccc(S(=O)(=O)Nc2ccc3oc4c(c3c2)C(=O)CCC4)cc1[N+](=O)[O-]	-1.7	5	5	-0.1
Cc1nc(SCC(=O)N2CCCCCC2)c2c(=O)n(C)c(=O)n(C)c2n1	-0.3	13	17	-0.3
CCOc1cc(C2C(C(=O)OC)=CN(C(C)C)C=C2C(=O)OC)cc(Br)c1O	7.2*	7	6	0.2
O=C(CSc1nc2ccccc2o1)Nc1nc2ccccc2s1	0.0	4	-8	-0.3
Cc1ccc(S(=O)(=O)NC(C)C(=O)Nc2ccc(OCc3ccccc3)cc2)cc1 (stereo not given)	3.5	-11	5	-0.3
CCOc1cccc(C2CC(c3cccc(OC)c3)=NC(c3cccc(Cl)c3)N2)c1O (stereo not given)	-1.3	-6	14	0.0
COCCNCCOc1ccc(Br)cc1Cl	-3.0	31	9	0.2
CCn1c(SCc2cccc(C)c2)nc2c(c1=O)SCC2	2.1	-9	6	-0.3
CNc1nc(-c2ccc(F)c(F)c2)c(C)s1	0.6	-131	2	-0.1
CC(C)(C)c1ccc(-c2cc(C(=O)NCc3ccc4c(c3)OCO4)c3ccccc3n2)cc1	0.8	16	-19	0.3
O=C(Cc1ccc2c(c1)OCO2)N1CCC(O)(c2cccc(F)c2)CC1	6.8*	6	-6	-0.2
COc1ccc(C(=O)CCC(=O)Nc2ccc3c(c2)CCC3)cc1	-1.3	17	-13	1.0
O=C(N/N=C/c1ccc2c(c1)OCO2)c1ccc(Cl)cc1Cl	-0.3	20	2	0.3
COc1ccc(C(=O)Nc2c3c(nn2-c2ccc(C)cc2)CS(=O)C3)cc1OC (stereo not given)	-0.2	21	6	-0.1
CC1CC(C)CN(S(=O)(=O)c2ccc(F)c(C(=O)Nc3ccc(Cl)cc3)c2)C1 (stereo not given)	-1.5	-5	-4	-0.1
Cc1ccc(S(=O)(=O)n2c(SCc3cccc(Br)c3)nc3ccccc32)cc1	-0.5	-10	-14	0.3
O=C(NCc1cccnc1)c1ccc(CNC(=O)c2cccc(Br)c2)cc1	0.2	-2	-7	-0.3
S=C(NCCCn1ccnc1)Nc1cccc(Cl)c1	1.8	3	12	0.0
CCCCS(=O)(=O)N1CCN(c2nc(N3CCOCC3)nc(-n3ccnc3)n2)CC1	0.5	-4	3	0.0
COc1cc([N+](=O)[O-])ccc1NC(=O)CN1CCC(C(N)=O)(N2CCCCC2)CC1	-0.4	2	-11	0.1
COc1ccc(Cl)cc1C(=O)Nc1ccc(OCC(=O)N2CCOCC2)cc1	0.8	0	1	0.0

# Single records, from the list above. Order of values: GPR151 activ	MITF inh	TEAD-YAP block	FBW7 act
# COc1ccc(Cl)cc1C(=O)Nc1ccc(OCC(=O)N2CCOCC2)cc1 in the list: 0.8	0	1	0.0
# O=C(NCc1cccnc1)c1ccc(CNC(=O)c2cccc(Br)c2)cc1 in the list: 0.2	-2	-7	-0.3
# CCCCS(=O)(=O)N1CCN(c2nc(N3CCOCC3)nc(-n3ccnc3)n2)CC1 in the list: 0.5	-4	3	0.0
# COc1ccc(C(=O)Nc2c3c(nn2-c2ccc(C)cc2)CS(=O)C3)cc1OC (stereo not given) in the list: -0.2	21	6	-0.1

# Later entries:
mol	GPR151 activ	MITF inh	TEAD-YAP block	FBW7 act
O=c1cccc(-c2ccsc2)n1Cc1ccccc1Br	2.8	7	12	-0.1
CCN(CC)Cc1nc2ccccc2[nH]1	-1.2	3	17	0.4
COc1ccccc1Cn1ccn(CC(=O)Nc2ccc(C)c(C)c2)c(=O)c1=O	2.2	13	22	-0.1
COc1ccc(NC(=O)c2ccc(N3CC4CC(C3)c3cccc(=O)n3C4)c(NC(=O)c3ccc(Br)o3)c2)cc1Cl (stereo not given)	-0.2	-4	-9	-0.2
Cc1cc(Br)cc(C)c1OCC(=O)N/N=C/c1ccc(O)cc1	-0.8	9	8	0.4
CC(Oc1cccc2ccccc12)C(=O)N/N=C/c1cc([N+](=O)[O-])ccc1O (stereo not given)	2.3	19	37*	0.1
COc1ccc(Br)cc1S(=O)(=O)Nc1cccc(C)n1	-0.9	-6	15	0.2
COc1ccc(NC(=O)C/C(C)=N/NC(=O)c2cccnc2)c([N+](=O)[O-])c1	0.6	-21	-4	-0.2
Cc1ccnc(SCc2nc3ccc(Cl)cn3c2Br)n1	-0.7	7	-40	0.3
Cc1cccc(-n2c(CNC(=O)c3ccccc3)nnc2SCC(=O)N2CCc3ccccc32)c1C	2.4	1	6	0.1
Cc1c(CNC(C)c2ccccc2)c(C(=O)O)c(C)n1Cc1ccccc1F (stereo not given)	0.5	3	-5	-0.1
COc1ccc(Br)cc1/C=C1/N=C(c2ccc(C)c([N+](=O)[O-])c2)OC1=O	-0.8	6	8	0.0
O=C(CNC(=O)c1ccc(Cl)cc1)NCC(=O)OCC(=O)c1ccc([N+](=O)[O-])cc1	-0.2	7	4	-0.1
Cc1nc(SCC(=O)Nc2ccc(S(N)(=O)=O)cc2)c2cnn(-c3ccccc3)c2n1	1.0	8	-6	-0.1
O=S(=O)(c1ccc2c(c1)OCCO2)N1CCC(Cc2ccccc2)CC1	-0.4	2	3	-0.1
COc1cc(OC)cc(-c2nc3ccccc3c(=O)n2NC(=O)c2ccccc2OC)c1	1.1	4	-14	-0.1
Cn1nnnc1SCCNCc1ccc(-c2ccc(Cl)cc2Cl)o1	-0.7	-6	-2	0.0
CC1CN(Cc2cc(=O)oc3cc(O)c(Cl)cc23)CC(C)O1 (stereo not given)	-0.3	-4	0	0.0
C=CCN1CCN(C(CC)c2nnnn2Cc2cccs2)CC1 (stereo not given)	-1.8	18	0	0.0
CCOc1cccc(NC(=O)c2ccc(Br)cc2F)c1	-0.8	-20	-43	0.0
CCCN(C)C(=O)c1cnc2ccccn12	1.1	5	4	-0.1
Cc1c(N2C(=O)C(=O)/C(=C(/O)c3ccccc3)C2c2ccc(Br)cc2)c(=O)n(-c2ccccc2)n1C (stereo not given)	1.0	-6	-6	-0.1
CSc1cccc(NC(=O)CCS(=O)(=O)c2ccc(Br)s2)c1	0.0	-2	-4	0.0
CC(C)NCC(O)COc1ccc2c(c1)CCC2 (stereo not given)	-1.9	-8	23	0.1
N#CCC(=O)Nc1ccc(C(=O)OC/C(O)=C(\C#N)c2nc3ccccc3[nH]2)cc1	2.4	0	-1	-0.6
CCOC(=O)C1CCN(c2nc(C)nc3sc4c(c23)CCC4)CC1	-1.2	7	8	-0.1
NC(Cc1c[nH]c2ccccc12)C(=O)Nc1ccccc1 (stereo not given)	-0.4	0	-20	-0.2
Cc1cccc(N2CCN(S(=O)(=O)c3ccccc3[N+](=O)[O-])CC2)c1C	-0.2	-8	4	0.0
